Screening results (PubChem)
pPAFAH inh = pPAFAH enzyme inhibitors, primary screen, biochemical, fluorescence polarization, human; recombinant pPAFAH, FP-rhodamine probe fluorescence polarization; Platelet-activating factor acetylhydrolase (Homo sapiens), Q13093; 330,000 tested, 1.5% active; AID 463082, 2010; inhibition, % at 3.39 µM;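 active = inhibition above the mean inhibition across the screen plus 3 SD, cut at about 25% in these data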;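 note: inhibitors block binding of the rhodamine activity-based probe so polarization drops; 0% = enzyme with DMSO and 100% = wells lacking pPAFAH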
GLD-1 TGE inh = GLD-1/TGE RNA complex disruptors, primary screen, biochemical, fluorescence polarization; Female germline-specific tumor suppressor gld-1 (Caenorhabditis elegans), Q17339; purified GLD-1 + fluorescein TGE RNA; inhibition, % at 5.96 µM; 320,000 tested, 0.44% active; AID 2280, 2010;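 active = percent inhibition above a per-plate cutoff, the plate mean of test compounds plus 3 SD, cut at about 30% in these data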;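 note: 0% = DMSO wells with GLD-1 and probe and 100% = wells lacking GLD-1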
Target sequence (Q17339 whole entry, looked up): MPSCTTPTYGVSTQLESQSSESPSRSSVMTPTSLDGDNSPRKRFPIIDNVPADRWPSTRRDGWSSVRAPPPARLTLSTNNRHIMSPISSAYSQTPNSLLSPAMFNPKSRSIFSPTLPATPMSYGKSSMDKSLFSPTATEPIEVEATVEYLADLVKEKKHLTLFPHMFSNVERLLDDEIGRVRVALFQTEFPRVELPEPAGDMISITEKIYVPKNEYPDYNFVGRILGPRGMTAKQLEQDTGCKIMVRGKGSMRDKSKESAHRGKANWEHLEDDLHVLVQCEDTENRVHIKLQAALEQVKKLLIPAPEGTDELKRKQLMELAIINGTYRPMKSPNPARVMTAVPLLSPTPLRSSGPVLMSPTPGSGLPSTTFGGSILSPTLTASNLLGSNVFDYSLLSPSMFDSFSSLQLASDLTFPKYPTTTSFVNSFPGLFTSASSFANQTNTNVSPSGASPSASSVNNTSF
Fam108B counter = mouse Fam108B serine hydrolase inhibitors, primary screen, counter-screen for RBBP9 inhibitor project, biochemical, fluorescence polarization | 300,000 tested, 0.33% active | inhibition, % at 9.51 µM | recombinant Fam108B, FP-Rh probe fluorescence polarization;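 active = inhibition above the screen mean inhibition plus 3 SD, computed separately per campaign, cut at about 18% in these data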;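 note: inhibitors lower polarization as less probe binds the enzyme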
BCLXL inh = inhibitors of human Bcl-xL, primary screen, biochemical, fluorescence polarization, HTS | AID 2129, 2009 | inhibition, % at 10.9 µM | Bcl-2-like protein 1 (Homo sapiens), Q07817 | 320,000 tested, 0.7% active | GST-Bcl-xL / FITC-Bim BH3 peptide fluorescence polarization;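 active = inhibition above the mean of all tested compounds plus 3 SD, cutoff set per campaign, cut at about 30% in these data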;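 note: 0% = DMSO wells and 100% = unlabeled Bim-BH3 peptide competitor; inhibitors lower millipolarization by displacing the labeled peptide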
MCL1 BIM primary = inhibitors of MCL1 binding to BIM-BH3, primary screen, biochemical, fluorescence polarization | inhibition, % at 10.9 µM | AID 2057, 2009 | GST-MCL1 / FITC-Bim-BH3 fluorescence polarization | Induced myeloid leukemia cell differentiation protein Mcl-1 (Homo sapiens), Q07820 | 320,000 tested, 0.68% active;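 active = inhibition above the mean inhibition of all tested compounds plus 3 SD, set per campaign, cut at about 40% in these data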;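 note: 0% = DMSO wells and 100% = unlabeled Bim-BH3 peptide control; higher means more loss of mP so more displacement of Bim peptide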
AHR activator = AHR activators, primary screen, cell-based, luminescence, luciferase reporter, human; Aryl hydrocarbon receptor (Homo sapiens), P35869; AHR-responsive luciferase reporter cells; activation, % at 5 µM; AID 2796, 2010; 320,000 tested, 2.5% active; in the data active = activation above about 47%;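 note: 0% = vehicle wells and 100% = reference agonist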
PAFAH1B2 FP inh = PAFAH1B2 enzyme inhibitors, primary screen, biochemical, fluorescence polarization, human; recombinant PAFAH1B2, FP-rhodamine activity probe; inhibition, % at 3.39 µM; 340,000 tested, 1.2% active; AID 492953, 2010;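 active = inhibition above the mean of all tested compounds plus 3 SD, cut at about 24% in these data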;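 note: 0% = enzyme with DMSO and 100% = wells lacking PAFAH1B2; many of its hits are not listed in these tables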
MEX-5 binding = MEX-5 zinc finger RNA-binding disruptors – biochemical, C. elegans, fluorescence polarization, MLPCN library, primary screen; activity score (negative = inhibition of binding), % at 10 µM; 300,000 tested, 0.38% active; MEX-5/FITC-TCR2 RNA binding; hits give low values; Zinc finger protein mex-5 (Caenorhabditis elegans), Q9XUB2;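 active = inhibition past about -25% in most replicates, and total fluorescence under double the plate's negative control median, limit read from the data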;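 note: 0% = DMSO and -100% = 5 µM competing unlabeled TCR2 RNA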
Target sequence (Q9XUB2 whole entry, looked up): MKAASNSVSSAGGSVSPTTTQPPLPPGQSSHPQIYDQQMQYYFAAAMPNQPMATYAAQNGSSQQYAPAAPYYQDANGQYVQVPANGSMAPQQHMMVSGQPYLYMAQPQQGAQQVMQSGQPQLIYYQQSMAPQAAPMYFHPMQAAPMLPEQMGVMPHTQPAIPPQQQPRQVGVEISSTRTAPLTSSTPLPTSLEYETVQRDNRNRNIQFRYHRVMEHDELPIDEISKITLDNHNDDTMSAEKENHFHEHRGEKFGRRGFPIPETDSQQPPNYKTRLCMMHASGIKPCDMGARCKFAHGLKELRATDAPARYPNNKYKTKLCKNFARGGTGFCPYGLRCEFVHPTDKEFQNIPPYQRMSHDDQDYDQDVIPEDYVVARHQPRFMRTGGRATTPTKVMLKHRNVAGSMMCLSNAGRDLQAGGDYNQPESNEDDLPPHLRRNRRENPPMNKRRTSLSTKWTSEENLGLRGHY
PME-1 primary = PME-1 inhibitors via competitive probe labeling, primary screen, biochemical, fluorescence polarization, FP-Rh probe, HTS; Protein phosphatase methylesterase 1 (Homo sapiens), Q9Y570; recombinant PME-1; inhibition, % at 5.9 µM; 320,000 tested, 0.53% active; AID 2130, 2009;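 active = inhibition above the campaign mean of all compounds plus 3 SD, cut at about 26% in these data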;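 note: competitive labeling of PME-1 active site by serine hydrolase directed probe; 0% = PME-1 with DMSO and 100% = wells lacking PME-1 enzyme; inhibitors block probe labeling so polarization falls and inhibition rises; many of its hits are not listed in these tables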
The depositor's hits bear a star; . = no result given. Not all compounds are listed; rates above refer to the full screens.

canonical_smiles,pPAFAH inh,GLD-1 TGE inh,Fam108B counter,BCLXL inh,MCL1 BIM primary,AHR activator,PAFAH1B2 FP inh,MEX-5 binding,PME-1 primary
COc1cc(NC(=O)CCS(=O)(=O)c2ccc3c(c2)oc(=O)n3C)cc(OC)c1,4,1,3,3,0,2,-1,-3.3,9
CCCCc1nnc(NC(=O)CCS(=O)(=O)c2ccc(Cl)cc2)s1,4,6,.,2,4,6,10,.,9
O=C(COc1ccccc1)NCC(=O)N/N=C/c1ccc(O)cc1O,4,8,-3,12,16,0,4,3.3,-1
COc1ccccc1/C=N/Nc1cc(C)nc(N2CCOCC2)n1,5,0,2,1,-2,51*,6,1.2,3
CC(C)=CCC[C@](C)(O[C@@H]1O[C@H](CO[C@@H]2OC[C@@H](O)[C@H](O)[C@H]2O)[C@@H](O)[C@H](O)[C@H]1O)C1CC[C@]2(C)C1[C@H](O)CC1[C@@]3(C)CC[C@H](O[C@@H]4O[C@H](CO)[C@@H](O)[C@H](O)[C@H]4O)C(C)(C)C3CC[C@]12C (stereo partly specified),-2,3,.,.,.,2,-1,.,.
COc1ccc(NC(=O)CCCCC#Cc2ccccc2)cc1,9,0,4,0,1,4,0,3.0,1
COc1ccc([C@@H]2CC=C(C(=O)O)[C@H](c3ccc(F)cc3)N2S(=O)(=O)c2ccc(Cl)cc2)cc1,2,2,-4,5,-1,-1,29*,.,-5
COc1ccccc1OCCn1cc(/C=N/NC(=O)c2ccncc2)c2ccccc21,7,2,-1,-1,5,30,2,-1.5,6
Cc1ccc(OC(C)C(=O)Nc2cc(C)on2)cc1 (stereo unspecified),5,12,1,4,0,2,2,-0.9,5
CC1CC2OC(=O)C3(C)CCCC(C)(C23)C1(O)CCc1ccoc1 (stereo unspecified),0,1,0,3,4,0,-3,3.6,-7
C1CCN=C(Nc2nn[nH]n2)CC1,8,-7,-3,3,5,-1,3,0.0,-4
Cc1ccc(Cn2cc(S(=O)(=O)c3ccc(Cl)cc3)c(=O)c3cc(F)ccc32)cc1,1,7,-3,3,4,0,5,0.6,-7
COc1ccc(-c2ccc(CCC(=O)O)n2CC(=O)Nc2ccccc2C)cc1,3,-3,5,7,8,4,7,-0.1,-2
Cc1nn2c(-c3ccncc3)nnc2c2ccccc12,1,6,2,6,6,-10,-2,1.8,-1
C=CCOC(=O)/C(=C\c1cccc2ccccc12)NC(=O)c1ccccc1,1,3,-6,6,5,1,5,-1.1,-11
CCCC(c1nnnn1Cc1ccc(F)cc1)N1CCN(C)CC1 (stereo unspecified),7,-5,2,-2,-1,0,-1,-1.5,-2
Cc1cc(NC(=O)CO/N=C/c2ccc3c(c2)OCO3)ccc1Br,0,1,-4,1,9,1,0,0.6,-3
COc1ccc2c(c1)N1CCN=C1N2C,-2,-6,8,2,0,16,1,-0.6,3
CC(C)[C@H](NC(=O)OCc1ccccc1)C(=O)OCC(=O)N1CCN(c2ccccc2)CC1,7,1,0,-4,-9,2,4,2.8,-3
N#Cc1ccccc1OCC(=O)NCC1(N2CCCCC2)CCCCC1,-1,0,-7,2,-5,7,6,1.7,-6
CCc1nnc(SCc2cccc(F)c2)nc1CC,7,11,1,1,1,-5,5,0.2,-1
COc1ccc(CC(NC(C)=O)C(=O)NC2CCN(S(=O)(=O)c3ccc(NC(C)=O)cc3)CC2)c(OC)c1 (stereo unspecified),1,0,-2,5,4,2,1,2.3,-2
Cc1ccc(C(=O)Oc2cc(N)n(S(=O)(=O)c3ccc(F)cc3)n2)cc1,8,11,0,2,4,0,2,-0.2,-1
O=C(O)CCCNC(=O)OCc1ccccc1,1,1,4,-3,2,0,4,1.8,1
CCN(CCNC(=O)Nc1ccc(Cl)cc1)c1ccccc1,4,9,5,8,4,36,0,-1.8,14
O=C(OCn1nnc2ccccc2c1=O)c1cc(-c2ccccc2)nc2ccccc12,5,-2,-6,0,6,7,1,-2.2,0
Cc1ccc(-n2c(SCC(=O)N/N=C/C=C/c3ccccc3[N+](=O)[O-])nc3ccccc3c2=O)cc1,6,2,-4,-4,-1,-2,1,1.7,-12
COc1ccc(OC)c(-c2nc3cc4ccccc4cc3nc2-c2ccccc2)c1,2,0,-4,2,3,1,-3,-2.7,-5
CCc1cccc(NC(=O)CSC2=NS(=O)(=O)c3ccccc32)c1,-5,-1,-4,4,15,-1,6,0.0,-2
O=C(Cn1cnc2ccccc2c1=O)Nc1ccc(-c2nnc3n2CCCCC3)cc1,-4,-1,-2,-13,-14,4,-1,.,-1
CC(NC(=O)COC(=O)Cn1cnc2ccccc2c1=O)C1CC2CCC1C2 (stereo unspecified),-4,7,6,2,-6,1,-6,-0.5,-1
Cn1nc(C(=O)N2CCN(C(c3ccccc3)c3ccccc3)CC2)c2ccccc2c1=O,1,5,0,-9,-17,1,3,-1.4,3
CCOc1ccc(S(=O)(=O)N(C)c2ccc(OCC(=O)Nc3ccc4[nH]c(=O)[nH]c4c3)cc2)cc1,4,2,-1,3,0,2,-2,1.7,25
Cc1ccc(NC(=O)CN(C)C(=O)c2nn(C)c(=O)c3ccccc23)cc1,7,-2,3,0,-1,2,4,-2.0,-4
CCOC(=O)CS(=O)(=O)c1ccccc1,2,-3,4,-1,-1,1,-2,-1.9,5
Clc1ccc(OCCOCCNCc2ccccc2)cc1Cl,-1,12,0,1,0,8,1,-0.2,1
O=C(NCCCn1ccnc1)c1ccc(Br)o1,7,-4,-2,-1,4,5,1,5.0,-1
CCn1c(=O)cc(OCC(=O)NCc2ccc(C)o2)c2ccccc21,5,6,6,6,10,96*,6,0.7,3
CC(/C=C1\SC(=S)N(CCC(=O)Nc2ccc(O)cc2)C1=O)=C\c1ccccc1,2,-9,-8,-4,-4,-1,3,3.0,-9
CCCc1nc2oc3c(NCC(C)O)ncnc3c2c2c1CCCC2 (stereo unspecified),5,-3,8,3,2,9,.,0.2,3
CCC(C(=O)NC1CCCCCC1)n1nc(C)c2c(C)n(-c3ccccc3)nc2c1=O (stereo unspecified),1,-5,4,0,-2,2,6,-4.6,0
CCCCCC(=O)N1CC2(CC(c3cccc(NC(=O)[C@@H]4CCC(=O)N4)c3)=NO2)C[C@@H]1C(N)=O (stereo partly specified),6,1,3,3,2,0,-3,-0.4,-2
O=C(Nc1cccc(-c2cn3ccccc3n2)c1)C1CC1,1,-1,-1,6,1,65*,5,1.0,-7
COc1ccc(OS(=O)(=O)c2ccc(N3C(=O)CCC3=O)cc2)cc1,10,-1,-2,1,7,-3,15,0.9,1
CCOCC(=O)Nc1cc(S(=O)(=O)N2CCOCC2)ccc1N1CCCCC1,0,-6,0,10,-1,-1,2,1.8,-1
Cc1ccc(C(=O)Nc2nc(-c3ccccn3)cs2)s1,3,2,.,1,4,10,-2,.,-4
Cc1ccc(C)c(OCc2cc(C(=O)NC(c3ccccn3)C(F)(F)F)no2)c1 (stereo unspecified),4,6,-10,0,2,9,2,1.0,-4
O=[N+]([O-])c1ccc(N2CCCCC2)cc1NCCOc1ccccc1,3,4,3,4,6,4,5,-0.5,3
CCCCc1nnc(NC(=O)c2ccccc2OCc2c(C)noc2C)s1,4,5,0,7,13,2,3,0.0,0
O=C(CN1C(=O)NC2(CCc3ccccc32)C1=O)NCC(=O)Nc1ccc(F)cc1 (stereo unspecified),1,0,.,-4,-9,5,6,.,4
c1cncc(-c2noc(CC3CCCCC3)n2)c1,-5,-4,1,2,1,-8,0,-1.9,3
CS(=O)(=O)c1ccccc1C(=O)N(CCc1ccccc1)Cc1ccccc1,0,2,1,1,-8,6,-3,1.4,4
Cn1nnnc1SCC(=O)N1N=C(c2cccs2)CC1c1cccs1 (stereo unspecified),8,-3,.,.,.,0,0,.,.
CC(C)CN(CC(C)C)C(=O)C12CCC(C)(C(=O)O1)C2(C)C (stereo unspecified),2,-6,0,3,-2,-1,10,-1.0,-2
COc1ccc(OCc2cc(C(=O)NC(C)Cc3ccccn3)no2)c(Cl)c1 (stereo unspecified),2,-5,0,0,-5,7,0,-0.2,2
O=C(Nc1cccc(S(=O)(=O)N2CCCCC2)c1)c1cc(=O)[nH]c2ccccc12,-1,2,.,.,.,6,2,.,.
CC(C)NC(=O)Nc1n[nH]c(Nc2ccc(Cl)cc2)n1,6,-4,3,6,-2,37,4,-6.7,-1
Cc1cc(NC(=O)Cc2ccsc2)ccc1Br,2,6,2,2,-1,4,8,-2.3,1
COc1cccc(N2C(=O)CC(N3CCc4ccccc4C3)C2=O)c1 (stereo unspecified),-3,-1,0,-1,2,1,-3,-0.3,2
CN(C)S(=O)(=O)c1ccc(C(=O)OCC(=O)Nc2ccc(OC(F)F)cc2)cc1,4,2,-1,1,12,1,-1,-0.8,0

Carrying on:
canonical_smiles,pPAFAH inh,GLD-1 TGE inh,Fam108B counter,BCLXL inh,MCL1 BIM primary,AHR activator,PAFAH1B2 FP inh,MEX-5 binding,PME-1 primary
COC(=O)c1cccc(-n2c(=O)n(Cc3ccccc3)c(=O)c3[nH]cnc32)c1C,1,2,1,0,1,1,-1,0.5,-7
CCCCc1c(O)nc(SCC(=O)Nc2ccc(C)cc2)n(-c2ccc(OC)cc2)c1=O,10,-1,4,0,2,4,3,1.9,-5
CN1CCN(S(=O)(=O)c2cccc(C(=O)NCc3ccc(Cl)cc3)c2)CC1,11,-10,-1,9,7,2,3,2.2,7
O=C(CSCc1ccccc1)Nc1ccccc1C(=O)Nc1ccc(C(=O)O)cc1,0,1,5,4,6,0,3,1.4,-4
CCCSc1nc(C)cc(C)c1S(=O)(=O)c1ccccc1C,2,-4,-1,1,3,-4,-2,2.1,-7
COc1ccc(NC(=O)/C(=C/c2cccs2)NC(=O)c2ccco2)cc1,4,7,4,3,1,-2,0,3.2,-2
COC(=O)c1cc(-c2ccc(OC)c(OC)c2)on1,-2,-1,-6,0,-8,-1,-3,2.2,-8
COc1ccc(N(C(=O)CNC(=O)c2ccco2)C(C(=O)NC2CCCC2)c2ccncc2)cc1 (stereo unspecified),-2,1,-1,-2,-7,6,5,-1.7,-12
CN1CCN(C(=O)c2ccccc2NC(=O)c2cccc(Cl)c2)CC1,-6,-2,2,0,-5,-5,3,-3.3,-2
COc1cccc(-c2nnc(-c3ccc(C)o3)o2)c1,8,2,2,6,2,-1,2,2.1,-7
CC1Cc2nc(SCC(=O)Nc3ccc4c(c3)OCO4)n(Cc3ccccc3)c(=O)c2S1 (stereo unspecified),5,4,0,3,11,5,8,-1.1,-5
COCC(C)NC(=O)CSc1nnc(-c2cccc(S(=O)(=O)N3CCCCC3)c2)o1 (stereo unspecified),3,-2,-2,3,-7,-1,0,0.4,4
COc1cc(OC)cc(C(=O)N2CCN(c3ccc(N4CCOCC4)nn3)CC2)c1,7,3,4,0,1,4,2,1.5,1
